Bioassay records (PubChem BioAssay)
Lipid storage S3: qHTS Assay for Lipid Storage Modulators in Drosophila S3 Cells; Potency in µM for hits, for the others lipid storage change, negative = inhibition, % at the top dose, mostly 46.1 µM; Drosophila S3 cells, BODIPY lipid droplet fluorescence, 18-24 h; cells fed with added oleic acid; 320,000 compounds, 0.64% hits; active means well fitted inhibition curve with a large enough effect in the signal ratio, with a control signal flat, not every such curve was filed as active; inconclusive means small, poorly fitted or top-dose-only effect, or effect the other way, or a change in a side signal; the % refers to the signal ratio
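Laser-scanning cytometry quantifies lipid droplet accumulation (500–530 nm total intensity; droplet/cell object ratio) in oleic acid-fed (400 uM added) Drosophila S3 cells treated with a concentration series. 20 uM Triacsin C defined 100% inhibition.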
Lipid storage S3 cell count max: further read-out of Lipid storage S3, marked with its call; cell number change, %; measured here: cell count max response;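 cells counted by Cell Tracker Red CMTPX staining in the red channel; peak over a dose series mostly up to 46.1 µM; percent activity relative to internal control wells on each plate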
The depositor's hits bear a star; i = inactive; ? = inconclusive; / = not tested or not shown. On the % scale 0 is the no-effect control and ±100 the full control effect; potency means the concentration at half of the fitted maximal effect.

Sample of the layout:
SMILES	Lipid storage S3	Lipid storage S3 cell count max
CC(C(=O)Nc1ccc(S(=O)(=O)N2CCCC2)cc1)N1CCCC(C(N)=O)C1 (stereo not given)	?	/
COc1cccc(/C=N/NC(=O)C(=O)N/N=C/c2cccc(OC)c2O)c1O	i	4
c1coc(CNc2ncnc3ccccc23)c1	?	/

The listing, previewed entries included:
SMILES	Lipid storage S3	Lipid storage S3 cell count max
CC(C(=O)Nc1ccc(S(=O)(=O)N2CCCC2)cc1)N1CCCC(C(N)=O)C1 (stereo not given)	?	/
COc1cccc(/C=N/NC(=O)C(=O)N/N=C/c2cccc(OC)c2O)c1O	i	4
c1coc(CNc2ncnc3ccccc23)c1	?	/
CC(Sc1nnc(-c2ccco2)o1)C(=O)NCCC1=CCCCC1 (stereo not given)	?	/
CSc1nsc(NC(=O)Cc2ccccc2)n1	i	-16
O=C(CCC(=O)c1ccc(F)cc1)Nc1cccnc1	?	/
O=C(c1ccc(CS(=O)c2cccc(Cl)c2)o1)N1CCOCC1 (stereo not given)	i	-43
COc1cc(C(=O)N2CCC(n3cnc4cc(F)ccc43)CC2)cc(OC)c1OC	i	12
CSCCC1NC2(C(=O)Nc3ccc(Cl)cc32)[C@@H]2C(=O)N(C3CCCC3)C(=O)[C@H]12 (stereo not given in full)	-7%	-18
CCOc1ccccc1Nc1nnc(C)c(=O)[nH]1	8%	-2
O=c1c2[nH]c3ccc(Br)cc3c2ncn1CCCn1ccnc1	i	/
O=C(O)CSCC(=O)N1CCN(c2cc(C(F)(F)F)nc3ccccc23)CC1	-4%	-3
N#Cc1c(-c2ccccc2F)cc(C2CC2)nc1SCC(=O)c1cccs1	?	/
Cc1cc(F)ccc1NC(=O)CCc1ccc(S(=O)(=O)N2CCOCC2)cc1	?	/
Cc1cccc(NC(=S)N2CCn3cccc3C2c2cccnc2)c1 (stereo not given)	4%	-11
CCCCCNc1nc(NCCCO)c(C#N)c2c1CN(C)CC2	i	/
On1cnnc1-c1ccccc1	4%	3
Cn1cc(C(=O)NS(=O)(=O)Nc2ccc(Br)cc2)c2ccccc21	?	/
Cc1nc(CC(=O)Nc2nccs2)cs1	14%	9
COc1cnc(-c2ccccc2)[nH]c1=O	?	/
Cc1ccc(N2C(=O)[C@@H]3[C@H](C2=O)[C@H]2C=CC=NN2[C@@H]3C(=O)Nc2ccc(Cl)cc2)cc1	?	/
CCCCn1c(N)c(N(CC(C)C)C(=O)CSCc2cccc(C)c2)c(=O)[nH]c1=O	i	-15
COc1ccc2cc(C(c3nnnn3C3CCCC3)N3CCOCC3)c3nnnn3c2c1 (stereo not given)	4%	-17
CCCCCOc1ccccc1C(=O)NCCCCCC(=O)O	-7%	13
CCC(C)Nc1nc(N)c([N+](=O)[O-])c(NCc2ccccc2)n1 (stereo not given)	?	/
CC(C)c1ccc(-c2c(C#N)c(N)nc(SCC(=O)N3CCCCCC3)c2C#N)cc1	?	/
C/C(=N\O)c1noc(C)c1C(=O)Nc1nccs1	?	/
Fc1cc(F)c2nc(N3CCCCC3)sc2c1	-17%	-21
CC1CCCC(C)N1/N=C/C=C/c1ccccc1[N+](=O)[O-] (stereo not given)	?	/
COCCN(C(=O)CNC(=O)c1ccco1)C(C(=O)NC1CCCC1)c1ccccc1F (stereo not given)	?	/
Cc1nnc(NC(=O)CCC(=O)NC2CCCCCCC2)s1	i	-2
O=C(C1CCCN(Cc2cccnc2)C1)N1CCCCC1 (stereo not given)	16%	-3
C#CCOCCOCCOCCNc1nc(N2CCN(C(=O)C(Cc3cc4ccccc4[nH]3)n3cc(C(N)C(C)CC)nn3)CC2)nc(N2CCN(C(=O)C(Cc3cc4ccccc4[nH]3)n3cc(C(N)C(C)CC)nn3)CC2)n1 (stereo not given)	?	/
CCCc1nc(SCC(=O)Nc2nnc(CC)s2)c2c(C)c(C)sc2n1	?	/
CCOc1ccc(C(CC(=O)O)NC(=O)COc2ccccc2)cc1 (stereo not given)	15%	22
Cc1cc(=O)[nH]c(SCC(=O)NCc2ccco2)n1	7%	3
Cc1ccc(-n2nc(C)c(/C=N/NC(=O)c3cccs3)c2Cl)cc1	?	/
Cc1ccc(Cn2c(=N)n(CC(O)c3ccco3)c3ccccc32)cc1 (stereo not given)	?	/
COC(=O)c1sc2cc(C(F)(F)F)cnc2c1-c1ccccc1	?	/
CC(C)OCCCNC(=O)c1cccc2c1C(=O)c1ccc(Cl)cc1S2(=O)=O	?	/
O=C(NCCN1CCOCC1)c1ccc(CS(=O)(=O)c2c(Cl)cccc2Cl)o1	?	/
CCNC(=O)c1c(O)c2ccccc2[nH]c1=O	i	4
Cn1c(COc2ccccc2)nnc1SCCN1CCOCC1	3%	5
Cc1cc2c(cc1S(=O)(=O)NCc1ccccc1Cl)OCCN2C	26%	12
COc1ccc(C(=O)Nc2nc3ccccc3s2)c(OC)c1	?	/
CCOc1cc(/C=C(/C#N)C(=O)Nc2ccc(OC)cc2)ccc1OCc1ccc(C(=O)O)cc1	?	/
Cc1cc(NC(=O)C2CC(c3ccc(F)cc3)=NO2)n(-c2ccccc2)n1 (stereo not given)	?	/
COc1cccc(Oc2coc3c(CN4CCOCC4)c(O)ccc3c2=O)c1	?	/
Cc1csc2ncc(C(=O)NCc3ccc4c(c3)OCO4)c(=O)n12	i	/
COc1ccc(NC(=O)CN(c2ccccc2)S(=O)(=O)c2ccccc2)c(OC)c1	?	/
COCCNC(C)C(=O)Nc1ccc(Br)cc1 (stereo not given)	2%	-6
O=C(/C=C/c1ccc2c(c1)OCCCO2)c1ccc2ccccc2c1O	?	/
CCOC(=O)c1c(NC(=O)COC(=O)CCCOc2ccc(OC)cc2)sc(C(=O)NC)c1C	?	/
CCCc1cc(-c2nc(-c3ccc(C)cc3)cs2)ccn1	?	/
COc1ccc(OC)c(/C=N\NC(=O)CC(=O)NCCc2ccccc2)c1	?	/
Cc1noc(C)c1CC(=O)NC1CC(C)(C)Cc2c1cnn2-c1ccccc1 (stereo not given)	?	/
COc1cccc(N/C(SC)=C(/C#N)C(N)=O)c1	-5%	6
COc1cccc(CNC(=S)Nc2cccc(Cl)c2C)c1	-24%	14
COc1cc(C(=O)OCC(=O)Nc2sccc2C(N)=O)cc(OC)c1OC	24%	2
COc1cccc(CNC(=O)CCn2ccc3cc(S(=O)(=O)N4CCC(C)CC4)ccc32)c1	i	/

Entries of single compounds from above.
COc1ccc(C(=O)Nc2nc3ccccc3s2)c(OC)c1 as listed: Lipid storage S3: ?; Lipid storage S3 cell count max: /
COc1cc(C(=O)OCC(=O)Nc2sccc2C(N)=O)cc(OC)c1OC as listed: Lipid storage S3: 24%; Lipid storage S3 cell count max: 2

New compounds follow.
SMILES	Lipid storage S3	Lipid storage S3 cell count max
CC(=O)C[C@@H](O)CC(=O)[C@H]1OC(=O)CC/C=C\Cc2ccccc21	?	/
CN(Cc1ccccc1)C(=S)NC(=O)c1cccs1	?	/
COc1ccc(CC(=O)Nc2cccc3ncccc23)cc1OC	?	/
CC(C)C1Cc2[nH]c(=O)c(C(=O)O)cc2CO1 (stereo not given)	2%	1
COc1ccc(CCC(=O)Nc2ccc3c(c2)OCO3)cc1	0%	0
O=C(Cc1ccccc1F)Nc1nc2ccccc2[nH]1	14%	18
CCOC(=O)C1=C(N)Oc2cc(O)ccc2C1c1ccc(F)cc1F (stereo not given)	?	/
Cc1ncc(CN2CCC(C(=O)Nc3cccc(-c4cscn4)c3)CC2)cn1	-16%	5
O=C1CN(C(=O)COC(=O)CCCOc2ccccc2)c2ccccc2N1	?	/
CS(=O)(=O)N(CC(=O)NCc1ccccc1)c1ccc(Cl)cc1	7%	4
Cc1c(/C=C/C(=O)c2ccc(C(C)C)cc2)cnn1C	?	/
CC(=O)N1CCc2cc(S(=O)(=O)CCC(=O)NCc3ccc(C)o3)ccc21	23%	-7
CC(C)(C)NC(=O)C1CCN(S(=O)(=O)c2cccc(C(F)(F)F)c2)CC1	?	/
COc1ccc(C(=O)NC(=O)Nc2ncccc2C)cc1	?	/
CCN(CC)S(=O)(=O)c1ccc(Cl)c(C(=O)Oc2cccc(-c3cnc4ccccc4n3)c2)c1	?	/
O=C(CC(C(=O)N1CCc2ccccc21)n1ccnc1)NCc1cccnc1 (stereo not given)	?	/
COCCn1c(N)c(S(=O)(=O)c2cccs2)c2nc3ccccc3nc21	i	-21
O=C(O/N=C(/c1ccccc1)c1ccncc1)c1ccccc1[N+](=O)[O-]	20%	29
Cc1cc(C)nc(NN2C(=O)C=CC2=O)n1	?	/
CCOC(=O)c1sc(NC(=O)CSc2nc(C)cc(C)c2C#N)c(C#N)c1C	?	/
CCC(=O)Nc1ccc(C(=O)OCC(=O)c2ccc(C)c([N+](=O)[O-])c2)cc1	?	/
O=C(O)c1cccc(N2CCCCS2(=O)=O)c1	?	/
CC1CC(=O)Nc2ccccc2N1S(=O)(=O)c1ccc(C#N)cc1 (stereo not given)	-1%	6
CCN(CC)S(=O)(=O)c1ccc(NC(=O)C2CCCN(C(=O)c3ccc(Cl)cc3)C2)cc1 (stereo not given)	?	/
COc1ccc(NC(=S)N(CCCN2CCN(C)CC2)Cc2cccs2)cc1	3%	3
CC(=O)Oc1ccc2c(=O)c(Oc3ccccc3)coc2c1OC(C)=O	?	/
O=C(O)Cn1c(=O)c2cccn2c2ccccc21	11%	3
COc1cccc(NC(=O)N[C@@H](Cc2ccccc2)C(=O)O)c1	-9%	-17
CC1Cc2ccccc2N1C1=NS(=O)(=O)c2ccccc21 (stereo not given)	?	/
CN(c1ccccc1)c1ccc(/C=c2\s/c(=C(/C#N)C(=O)C(C)(C)C)n(Cc3ccco3)c2=O)cc1	?	/
Cc1ccc(C(=O)Nc2c(C(=O)N3CCOCC3)cnn2-c2ccccc2)cc1	7%	-13
CN(C)c1cc(-c2ccc(Cl)cc2)oc(=O)c1Cl	4%	8
CC1=CC2(C#N)C3(N=C(N)C2(C#N)C(c2ccccc2)N1)OCCO3 (stereo not given)	25%	/
CCN(CC(=O)Nc1c(F)cccc1F)C(=O)c1ccc(N2C(=O)c3ccccc3C2=O)cc1	?	/
CCc1ccc(NC(=O)CSc2nc3c(c(=O)n(C)c(=O)n3C)n2C)cc1	?	/
CCc1c(C)c(C#N)c2nc3ccccc3n2c1NCC1CCCO1 (stereo not given)	i	/
CCCOc1ccc(C(=O)CCN2CCCCC2)cc1	?	/
CC(=O)NS(=O)(=O)c1ccc(NS(=O)(=O)c2ccc3ccccc3c2)cc1	i	/
CC(=O)c1cc2c(cc1NS(=O)(=O)c1ccccc1)OCO2	?	/
CNc1nc(SC)nc2ccccc12	12%	20

Reprinted at random: 6 records from the list.
SMILES	Lipid storage S3	Lipid storage S3 cell count max
CN(c1ccccc1)c1ccc(/C=c2\s/c(=C(/C#N)C(=O)C(C)(C)C)n(Cc3ccco3)c2=O)cc1	?	/
CCCOc1ccc(C(=O)CCN2CCCCC2)cc1	?	/
CC(=O)Oc1ccc2c(=O)c(Oc3ccccc3)coc2c1OC(C)=O	?	/
O=C(O)c1cccc(N2CCCCS2(=O)=O)c1	?	/
CCC(=O)Nc1ccc(C(=O)OCC(=O)c2ccc(C)c([N+](=O)[O-])c2)cc1	?	/
COc1cccc(NC(=O)N[C@@H](Cc2ccccc2)C(=O)O)c1	-9%	-17

(further entries)
SMILES	Lipid storage S3	Lipid storage S3 cell count max
O=C(CCCc1nc(-c2ccc(Cl)cc2)no1)NCC1CCCO1 (stereo not given)	18%	-24
COc1ccc(S(=O)(=O)Nc2cc(C)ccn2)cc1OC	-2%	9
CC(=O)Nc1ccc(NC(=O)C(C)N(C)CC(=O)Nc2ccccc2Br)cc1 (stereo not given)	3%	10
COCCSc1nnc(NC(=O)Cc2ccccc2OC)s1	i	5
CCOC(=O)C1(C)NC(c2ccco2)C2C(=O)N(CC)C(=O)C21 (stereo not given)	12%	11
CCN(CC)CCCNC(=O)CNC(=O)c1nn(-c2ccc(OC)c(OC)c2)c(=O)c2ccccc12	?	/
O=C(C1CCCN(Cc2ccccc2C(F)(F)F)C1)N1CCCCC1 (stereo not given)	-5%	-4
CC(=O)N1CCCc2cc(S(=O)(=O)Nc3cccc(C)c3C)ccc21	i	-6
COc1ccccc1-c1nc2cc(Cl)ccc2c(=O)n1O	?	/
O=C(O)COc1ccccc1/C=N/Nc1ccc(S(=O)(=O)N2CCOCC2)cc1[N+](=O)[O-]	?	/
CC(=O)c1c(C)nc(C)nc1NC(=O)C(C)C	?	/
Cc1cc(OC(=O)c2cc(Br)ccc2Cl)c([N+](=O)[O-])c(=O)[nH]1	?	/
O=C(Cn1nnc(-c2ccccc2)n1)NCc1ccccc1	?	/
OC(CCN1CCCC1)(c1ccccc1)C1CCCCC1 (stereo not given)	?	/
CN1C(C(=O)NCc2ccc(OC(F)(F)F)cc2)CC2Cn3c(nc4ccccc43)C21 (stereo not given)	?	/
COc1ccc(Nc2nnc(-c3ccccc3)c3ccccc23)cc1C(=O)N1CCCCC1	?	/
COCC(=O)Oc1c(S(=O)(=O)c2ccc(C)cc2)c(C)nn1C(C)(C)C	?	/
N#C/C(=C(/O)COC(=O)CCC1CCCCC1)c1nc2ccccc2[nH]1	i	/
COC(=O)c1[nH]c2ccc(F)cc2c1NC(=O)C1=COCCO1	5%	2
O=C(CN1C(=O)c2ccccc2S1(=O)=O)Nc1ccon1	i	/
CCOCCCNC(=O)c1cccs1	6.5µM*	18*
CCOC(=O)N1CCN(C(=O)c2ccc3c(SCC(=O)O)c4c(nc3c2)CCCC4)CC1	2%	6
NC(=S)N/N=C/c1ccc(-c2cc(Cl)ccc2Cl)o1	?	/

Not all compounds are listed; the hit share may differ from the screen's.
